Mcl-1 Bim block – inhibitors of Bim-Mcl-1 interaction, human | Q07820 | Bead-based flow cytometry, Bim peptide-Mcl-1 binding | inhibition, % at 10 µM | 0.1% of 190,000 active | AID 1009;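 note: 0% = no compound tracer wells and 100% = peptide blocker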
Bim-Bcl-B – inhibitors of Bim-Bcl-B interaction, human; Q9HD36; inhibition, % at 10 µM; 0.073% of 190,000 active; AID 951; bead-based flow cytometry, Bim peptide-Bcl-B binding;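 note: 0% = tracer peptide without compound and 100% = reference inhibitor peptide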
Target sequence (Q9HD36 whole entry, looked up): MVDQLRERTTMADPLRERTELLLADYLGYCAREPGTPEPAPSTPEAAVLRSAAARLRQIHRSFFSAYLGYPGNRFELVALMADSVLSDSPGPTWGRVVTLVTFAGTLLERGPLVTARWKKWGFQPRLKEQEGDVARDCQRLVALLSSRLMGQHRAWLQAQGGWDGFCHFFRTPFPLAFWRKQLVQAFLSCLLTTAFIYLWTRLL
RGS7-Gao reg – regulators of human RGS7-Galphao interaction. binding response (% of control), % at 10 µM. Multiplexed bead flow cytometry, RGS7-Galphao binding; actives lie on both sides. 0.35% of 220,000 active. AID 1439; in the data active = binding response below about 49% or above about 150%; inconclusive = no clear call, values can overlap the other calls; inactive = in between;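 note: fluorescent Galphao held in activated GDP-AlF4 state binding bead-coupled RGS7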
Target sequence (P09471 whole entry, looked up): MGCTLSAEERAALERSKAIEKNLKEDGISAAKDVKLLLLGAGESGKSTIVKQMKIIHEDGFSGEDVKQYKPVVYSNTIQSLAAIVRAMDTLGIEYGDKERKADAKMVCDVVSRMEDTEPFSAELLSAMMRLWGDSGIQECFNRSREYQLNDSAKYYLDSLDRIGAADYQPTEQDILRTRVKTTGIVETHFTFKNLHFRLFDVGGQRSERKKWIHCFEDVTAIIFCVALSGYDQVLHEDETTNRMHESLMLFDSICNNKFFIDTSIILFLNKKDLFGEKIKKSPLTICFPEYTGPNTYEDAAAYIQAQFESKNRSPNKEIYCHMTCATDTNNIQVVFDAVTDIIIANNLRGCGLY
Bfl-1 Bim block – disrupts Bim binding to human Bfl-1; 0.12% of 190,000 active; Bead-based flow cytometry, Bim-Bfl-1 binding inhibition; AID 1008; Q16548; inhibition, % at 10 µM;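 note: 0% = wells without compound plus tracer and 100% = blocker peptide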
ABCB1 inh – inhibitors of human ABCB1 transporter, ABCG2 counter-screen; CCRF-Adr cells, JC-1 efflux, flow cytometry; 0.067% of 190,000 active; inhibition, % at 6.6 µM; P08183; in the data active = inhibition above about 40%;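 note: 0% = vehicle and 100% = reference inhibitor; higher value means more JC-1 retained so stronger ABCB1 efflux block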
Bcl-XL Bim block – disrupts Bim peptide binding to human Bcl-XL. bead flow cytometry, fluorescence. Q07817. AID 1007. inhibition, % at 10 µM. 0.04% of 190,000 active
Target sequence (Q07817 whole entry, looked up): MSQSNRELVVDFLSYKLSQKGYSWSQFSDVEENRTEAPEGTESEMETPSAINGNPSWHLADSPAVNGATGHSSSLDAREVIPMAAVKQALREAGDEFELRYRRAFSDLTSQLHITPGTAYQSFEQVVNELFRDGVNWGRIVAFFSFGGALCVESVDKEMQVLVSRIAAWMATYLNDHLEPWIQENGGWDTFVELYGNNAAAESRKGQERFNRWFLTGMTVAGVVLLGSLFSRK
Bim-Bcl-W – human Bim-Bcl-W interaction inhibition; inhibition, % at 10 µM; Q92843; 0.02% of 190,000 active; bead-based flow cytometry, Bim peptide-Bcl-W binding; AID 952;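 note: 0% = bound tracer without compound and 100% = peptide blocker; higher means less fluorescent Bim peptide bound to Bcl-W beads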
Target sequence (Q92843 whole entry, looked up): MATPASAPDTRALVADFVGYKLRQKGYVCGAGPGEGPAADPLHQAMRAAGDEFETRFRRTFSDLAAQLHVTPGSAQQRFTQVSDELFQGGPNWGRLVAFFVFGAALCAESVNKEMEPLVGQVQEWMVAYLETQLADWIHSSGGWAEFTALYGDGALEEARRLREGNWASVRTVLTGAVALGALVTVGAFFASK
RGS4-Gao reg – human RGS4-Galphao interaction regulation. P09471. Multiplexed bead flow cytometry, RGS4-Galphao binding; actives lie on both sides. binding response (% of control), % at 10 µM. 0.33% of 220,000 active; in the data active = binding response below about 49% or above about 150%; inactive = in between;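 note: fluorescent Galphao activated with aluminum fluoride binding bead-coupled RGS4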
Bim-Bcl-2 – disrupts Bim peptide binding to human Bcl-2 | 0.06% of 190,000 active | inhibition, % at 10 µM | AID 950 | Bead-based flow cytometry, Bim peptide-Bcl-2 binding; in the data active = inhibition above about 40%; inconclusive = no clear call, values can overlap the other calls;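 note: 0% = no compound wells with probe peptide and 100% = reference peptide inhibitor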
ABCG2 inh – human ABCG2 inhibition, ABCB1 as counter-screen; 0.1% of 190,000 active; inhibition, % at 6.6 µM; Q9UNQ0; IgMXP3 cells, JC-1 efflux, flow cytometry;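 active = inhibition above 80%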;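 note: 0% = DMSO and 100% = nicardipine control wells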
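Test system: IgMXP3 (ABCG2) plus far-red-tagged CCRF-Adr (ABCB1) cells / Amount: 3 million cells/mL in well / Reagent: JC-1 transporter substrate / Timing: 10 min compound exposure, 25 °C / Signal: flow cytometry, 530 nm JC-1 signal / Read-out: percent efflux inhibition, scaled nicardipine 100% to DMSO 0% / Benchmarks: nicardipine as high control, DMSO as low control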
RGS8-Gao – modulates binding of RGS8 to human Galphao | AID 1423 | response (percent of control binding), % at 10 µM | 0.34% of 220,000 active | multiplexed bead flow cytometry; actives lie on both sides | P09471; in the data active = response below about 60% or above about 140%; inactive = in between;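 note: Galphao activated as the GDP aluminium fluoride complex binding bead-coupled RGS8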
* marks the source's active call; other numbers are inactive results; ? = inconclusive. Cut-off read from the data, not from the text of the source, unless noted: active = inhibition above about 40%.

SMILES | Mcl-1 Bim block | Bim-Bcl-B | RGS7-Gao reg | Bfl-1 Bim block | ABCB1 inh | Bcl-XL Bim block | Bim-Bcl-W | RGS4-Gao reg | Bim-Bcl-2 | ABCG2 inh | RGS8-Gao
O=C(Nc1nccs1)c1nc(-c2ccccc2)n(-c2ccccc2)n1 | 3 | -2 | 101 | -5 | 0.3 | -1 | 2 | 101 | -3 | 2 | 99
O=S(=O)(NCc1ccccc1)c1cnc[nH]1 | 4 | 3 | 99 | -3 | -5.8 | 1 | 0 | 98 | 3 | -5 | 102
Cc1noc(C)c1CSc1ccccc1C(=O)N1CCN(c2ccccc2)CC1 | -4 | -5 | 100 | 0 | 1.5 | -6 | -2 | 98 | -2 | 5 | 100
CC(=O)c1ccc(S(=O)(=O)Nc2cccc(S(=O)(=O)NC3=NCCC3)c2)cc1 | 7 | 9 | 98 | 19 | 0.2 | 9 | 8 | 102 | 11 | 3 | 101
Cc1cccc(NC(=O)c2n[nH]c([N+](=O)[O-])c2Br)c1C | 0 | -2 | 95 | -7 | 0.3 | -2 | 0 | 99 | -2 | 6 | 105
O=c1[nH]c2c(c(=O)[nH]1)CCC2 | 1 | -6 | ? | -6 | 0.7 | -1 | -1 | 98 | -2 | 0 | 98
CSCCC(C(=O)OCC(=O)c1ccc(C)c(C)c1)N1C(=O)c2cc(Cl)c(Cl)cc2C1=O (stereo unspecified) | 0 | -8 | 104 | -8 | 0.7 | 0 | 3 | 99 | -2 | 2 | 99
CC(C)(C)OC(=O)N1CCC(c2cc(=O)n3[nH]cc(C(=O)NC4CCCC4)c3n2)CC1 | 0 | -4 | 95 | -6 | -0.5 | -3 | 0 | 100 | -5 | -2 | 99
COc1ccc(-c2noc(CN3CCCCC3c3nccn3C)n2)cc1 (stereo unspecified) | -1 | -3 | 104 | -6 | 0.9 | -1 | 0 | 105 | -2 | 0 | 103
COCCNC(=O)c1sc2ncn(CC(=O)Nc3ccc(C)c(Cl)c3)c(=O)c2c1C | -6 | -4 | 103 | -4 | 0.1 | -3 | -4 | 100 | -4 | 1 | 104
C=CCOC(=O)c1[nH]c2c(c1C)C(=O)CC(c1ccco1)C2 (stereo unspecified) | 0 | -6 | 98 | -11 | 0.2 | -3 | 2 | 100 | -7 | 2 | 98
Cc1ccc(S(=O)(=O)N2CCC(C(=O)N[C@@H](C)C(=O)NCC3CCCO3)CC2)cc1 (stereo partly specified) | -4 | -10 | 99 | -19 | 0.2 | -6 | 0 | 98 | -3 | 3 | 101
COc1cc(C(=O)OCCN2CCOCC2)ccc1O | 0 | 0 | 96 | 0 | 0.0 | -1 | -2 | 96 | 3 | 1 | 97
CC1CN(C(=O)/C=C/c2ccc([N+](=O)[O-])s2)CC(C)O1 (stereo unspecified) | 2 | -6 | 103 | 0 | 0.6 | -1 | 4 | 106 | 5 | 2 | 106
O=C(NCc1n[nH]c(=S)n1-c1ccc(Br)cc1)c1cccs1 | -1 | -29 | 106 | -2 | -0.1 | -7 | 0 | 99 | -2 | 0 | 99

One compound at a time (already shown). Values in the order: Mcl-1 Bim block, Bim-Bcl-B, RGS7-Gao reg, Bfl-1 Bim block, ABCB1 inh, Bcl-XL Bim block, Bim-Bcl-W, RGS4-Gao reg, Bim-Bcl-2, ABCG2 inh, RGS8-Gao
Shown for `Cc1cccc(NC(=O)c2n[nH]c([N+](=O)[O-])c2Br)c1C` : 0, -2, 95, -7, 0.3, -2, 0, 99, -2, 6, 105
Shown for `Cc1ccc(S(=O)(=O)N2CCC(C(=O)N[C@@H](C)C(=O)NCC3CCCO3)CC2)cc1` (stereo partly specified) : -4, -10, 99, -19, 0.2, -6, 0, 98, -3, 3, 101
Shown for `CC(=O)c1ccc(S(=O)(=O)Nc2cccc(S(=O)(=O)NC3=NCCC3)c2)cc1` : 7, 9, 98, 19, 0.2, 9, 8, 102, 11, 3, 101

More compounds follow:
SMILES | Mcl-1 Bim block | Bim-Bcl-B | RGS7-Gao reg | Bfl-1 Bim block | ABCB1 inh | Bcl-XL Bim block | Bim-Bcl-W | RGS4-Gao reg | Bim-Bcl-2 | ABCG2 inh | RGS8-Gao
O=c1[nH]nc(Cc2ccccc2)c2ccccc12 | 0 | -4 | 102 | -7 | 0.2 | -2 | 3 | 101 | -7 | 0 | 101
C(#CC12CC3CC(CC(C3)C1)C2)CN1CCOCC1 | -1 | -1 | 101 | -4 | -0.3 | -4 | -5 | 108 | -2 | -1 | 107
CN(C)S(=O)(=O)N(CC(=O)N(Cc1ccccc1)Cc1ccccc1)c1ccccc1 | -2 | -7 | 96 | -12 | 2.3 | -8 | -1 | 99 | -15 | 6 | 101
COc1ccc(CCn2cnc(=O)c(C#N)c2C)cc1OC | -1 | -4 | 104 | -8 | 0.3 | -1 | -4 | 106 | -3 | 1 | 107
COC(=O)C(C#N)C(=C1C(=O)CC(C)(C)CC1=O)c1ccc(O)cc1 (stereo unspecified) | 0 | -4 | 100 | -8 | 0.1 | -5 | 0 | 102 | -9 | 1 | 104
CCCn1nnc(NC(=O)c2ccc(-c3cc(Cl)ccc3Cl)o2)n1 | 12 | -3 | 100 | -5 | 0.9 | -1 | -2 | 97 | -6 | 7 | 96
CN(C)c1nc(NCc2ccccc2)nc(SCC(=O)Nc2ccccc2)n1 | -2 | 0 | 100 | -3 | 1.6 | -5 | 0 | 99 | -3 | 5 | 100
Fc1ccc(NC(=S)Nc2cccnc2)c(Cl)c1 | 0 | 0 | ? | -5 | 1.1 | 0 | -1 | 106 | -1 | 7 | 104
CC(OC(=O)c1ccc2ncsc2c1)C(=O)Nc1ncc(Cl)cc1Cl (stereo unspecified) | -4 | -1 | 106 | 0 | -1.0 | 0 | -1 | 106 | 3 | 10 | 101
Cc1cc2ccccc2nc1SCC(=O)N1c2ccccc2CC1C (stereo unspecified) | -1 | 0 | 100 | 5 | 0.2 | 3 | 3 | 101 | 2 | 0 | 98
CCN(CC)C(=O)N(CC)Cc1ccccc1 | 1 | -3 | 104 | -7 | 0.8 | -1 | 0 | 103 | -4 | -1 | 101
O=C(CN1C(=O)/C(=C/c2ccccc2F)Sc2ccccc21)NCc1cccnc1 | 0 | -2 | 96 | -2 | 1.2 | -2 | -1 | 95 | 0 | 3 | 95
O=C1/C(=C/c2cccnc2)SC(=S)N1c1ccc(F)cc1 | -1 | -3 | 108 | 0 | 0.0 | -1 | -1 | 109 | 1 | 7 | 116
Cc1ccc2c(c1)NCCO2 | 0 | -2 | 105 | -8 | -0.2 | 11 | 0 | 99 | -8 | -1 | 100
O=C(C1=C[C@H](c2ccc(Br)cc2)C[C@H](OCc2ccc(CO)cc2)O1)N1CCOCC1 | -1 | -4 | 102 | -6 | 2.1 | -3 | -4 | 98 | -6 | 5 | 100
O=C(NCC(=O)N(c1cccnc1)C(C(=O)NC1CCCC1)c1ccc(F)cc1)c1ccco1 (stereo unspecified) | 0 | -2 | 101 | -4 | 0.4 | 0 | 1 | 100 | 0 | 1 | 99
Cc1nn2c(-c3ccc(Cl)cc3)nnc2s1 | 0 | -3 | 99 | -1 | 0.2 | -2 | -1 | 100 | -37 | 2 | 103
CN(C)c1nc(N(C)C)nc(N(C#N)CN2C(=O)c3ccccc3C2=O)n1 | -3 | -8 | 102 | -2 | 0.8 | -1 | -3 | 102 | -5 | 20 | 104
COc1cc(OC)cc(C(=O)NC(C(=O)NCCN(C)C)C23CC4CC(CC(C4)C2)C3)c1 (stereo unspecified) | 0 | 1 | 100 | -2 | 0.1 | -3 | -1 | 99 | 1 | 2 | 102
O=C(Nc1ccccc1N1CCOCC1)C1(c2ccc(Cl)cc2)CCC1 | 0 | -1 | 98 | -2 | 1.8 | 3 | 0 | 100 | -1 | 4 | 99
COc1cccc(NC(=S)NN=C2CCCCCC2)c1 | 1 | -1 | 98 | 3 | -0.6 | -1 | 1 | 98 | 3 | 0 | 88
O=C(NNC(=O)C12CC3CC(CC(C3)C1)C2)c1ccco1 | 88* | 11 | 101 | 3 | 0.6 | 0 | 4 | 95 | 1 | 2 | 95
CCCN(CCC)CCCNS(=O)(=O)c1cc(Br)cc2c1N(C(C)=O)CC2 | -1 | 1 | 108 | -1 | 0.8 | 2 | -1 | 108 | -2 | 3 | 104
NS(=O)(=O)c1ccc(Cl)c(C(=O)Nc2ccccc2[N+](=O)[O-])c1 | 0 | -4 | 106 | -8 | 0.2 | -1 | -2 | 101 | -12 | 1 | 103
CCCCNC(=O)c1cccc(C(=O)NCCCC)c1 | -5 | -6 | 101 | -6 | -1.2 | -9 | -5 | 101 | -2 | 21 | 95
N#Cc1cc2c(nc1SCC(=O)Nc1sc3c(c1C#N)CCC3)CCCC2 | 1 | 0 | 98 | -1 | 0.7 | 0 | 0 | 100 | -2 | 1 | 100
O=C1CN(C(=O)COc2ccc(F)cc2Br)c2ccccc2N1 | 3 | -5 | 93 | -2 | 0.0 | 0 | 0 | 97 | 6 | 4 | 100
CC(=O)Nc1cccc(-c2csc(NCc3ccccc3)n2)c1 | -3 | -4 | 96 | -8 | 0.8 | -3 | 0 | 98 | -7 | 5 | 100
Cc1cccc2cc(CN(Cc3ccc(F)cc3)C(=O)N3CCOCC3)c3nnnn3c12 | -1 | 0 | 98 | -3 | 1.9 | -2 | 0 | 101 | -3 | 2 | 101
CCN(C(=O)c1cn(CC)c(=O)c2cc(OC)c(OC)cc12)c1ccccc1C | -1 | -2 | 97 | -1 | 1.4 | -2 | -3 | 100 | -1 | 2 | 96
O=C(Nc1ccccc1)N1N=CCC1c1ccccc1 (stereo unspecified) | 0 | -3 | 98 | -2 | 1.2 | -5 | 1 | 91 | -2 | 13 | 96
O=C(Nc1ccc(-c2nc3ccccc3s2)cc1)C1=COCCO1 | -4 | -5 | 91 | 0 | 0.1 | -4 | -3 | 94 | -4 | 1 | 96
C=C1C2(C(=O)Nc3nccs3)CCC(C2)C1(C)C (stereo unspecified) | -3 | -8 | 109 | -17 | 0.5 | -10 | -1 | 107 | -11 | 17 | 107
COc1cccc(/C=C(\C(=O)O)c2ccccc2)c1 | 4 | 12 | 98 | 10 | 0.9 | 6 | 5 | 96 | 9 | 10 | 98
O=C(/C=C/Nc1ccccc1Br)c1ccccn1 | 0 | 0 | 92 | 0 | 0.5 | -2 | 2 | 96 | 0 | 5 | 98
C=CCOC(=O)C1=C(C)Nc2ncnn2C1c1cccs1 (stereo unspecified) | -1 | 0 | 101 | 0 | -2.3 | -3 | -2 | 100 | 0 | 3 | 103
CCOc1cc(OCC)cc(C(=O)O)c1 | -6 | -9 | 100 | -18 | -0.4 | -5 | -1 | 99 | -12 | 0 | 101
COc1ccc2c(Cl)c(C(N)=O)sc2c1 | -3 | 0 | 99 | 0 | 0.2 | 8 | 0 | 96 | 0 | 4 | 95
O=C(NCc1ccc(F)cc1)C1CCN(c2cnccn2)CC1 | 0 | -2 | 101 | -7 | 0.7 | 0 | -1 | 100 | -6 | 7 | 102
C/C(CC(=O)Nc1ccccn1)=N\NC(=O)C(=O)Nc1ccccc1C | -9 | -9 | 103 | -5 | -1.3 | -7 | -7 | 102 | -7 | -10 | 102
CS(=O)Cc1cc(Sc2ccccc2)nc(-c2cccnc2)n1 (stereo unspecified) | 0 | -3 | 106 | -10 | 0.5 | -4 | 0 | 102 | -5 | 1 | 102
O=C(Nc1cccc(O)c1)c1cc2nc(-c3ccccc3)cc(-c3ccccc3)n2n1 | 0 | -4 | 88 | 0 | -0.9 | -1 | 1 | 92 | -4 | -3 | 78
